Source: PubChem
RXFP1 ag: qHTS Assay for Agonists of the Relaxin Receptor RXFP1 | 0.3% of 370,000 active | Relaxin receptor 1 (Homo sapiens), Q9HBX9 | HEK293T-RXFP1 cAMP TR-FRET, 30 min; response scale: percent of porcine relaxin response, buffer zero | Potency, µM (top dose mostly 57.5 µM), for inactives: at the highest dose activation, usual class: activators; note: potency is the fitted concentration of half-maximal effect; % is set by controls: 0 for no effect and ±100 for the full control effect; nearly all actives have a fitted effect of over 60% in size; many of its hits are not listed in these tables
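cAMP rise read by TR-FRET after 30 min, 37C compound exposure (up to 58 uM) in RXFP1-transfected HEK293 cells with Ro 20174 present. EC50 from Hill-equation fits, with 29 nM porcine relaxin as 100% and buffer as basal.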
D1 antagonist: Antagonist of Human D 1 Dopamine Receptor: qHTS. D(1A) dopamine receptor (Homo sapiens), P21728. HEK293 TREx D1 cells, calcium flux, dopamine EC80; hits give low values. activity change, negative = inhibition, % at 10 µM. 3.2% of 360,000 active. AID 504652, 2011; in the data active = activity change below about -30%; note: % is set by controls: 0 for no effect and ±100 for the full control effect
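Inducible Hek293 Trex D1 cells (tetracycline, overnight, 30 C). Calcium dye 30–90 min RT. Antagonist mode: EC80 dopamine added after 180 s compound read.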
D1 PAM: Potentiators of Human D1 Dopamine Receptor: qHTS. 0.036% of 360,000 active. HEK293 TREx D1 cells, calcium flux, dopamine EC20 potentiation. D(1A) dopamine receptor (Homo sapiens), P21728. potentiation, % at 10 µM; in the data active = potentiation above about 30%; note: 0% is about no effect
D2 potentiator: HTS Assay for Positive Allosteric Modulators of the Human D2 Dopamine Receptor: Primary Screen for Potentiators; D(2) dopamine receptor (Homo sapiens), P14416; HEK293 T-REx D2, calcium flux, EC20 dopamine potentiation; potentiation, % at 10 µM; 0.34% of 340,000 active;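 active = potentiation over 3 SD above the plate norm, cut at about 30% in these data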; note: 0% is about no effect
Target sequence (P14416 whole entry, looked up): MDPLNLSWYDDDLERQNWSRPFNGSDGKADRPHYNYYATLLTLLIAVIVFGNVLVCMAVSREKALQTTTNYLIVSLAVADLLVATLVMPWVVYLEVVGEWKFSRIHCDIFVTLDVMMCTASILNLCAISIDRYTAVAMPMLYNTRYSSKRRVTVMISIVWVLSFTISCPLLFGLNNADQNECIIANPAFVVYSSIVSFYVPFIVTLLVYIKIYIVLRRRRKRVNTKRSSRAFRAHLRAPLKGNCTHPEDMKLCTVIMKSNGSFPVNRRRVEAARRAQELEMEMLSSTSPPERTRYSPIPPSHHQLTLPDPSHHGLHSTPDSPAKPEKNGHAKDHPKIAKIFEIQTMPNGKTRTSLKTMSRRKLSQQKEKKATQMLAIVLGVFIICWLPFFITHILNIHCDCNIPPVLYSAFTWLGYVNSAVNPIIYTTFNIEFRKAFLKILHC
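Using a no-wash calcium dye in inducible, force-coupled HEK293 Trex cells expressing D2, we tracked fluorescence each second for 180 s after compound, then for 180 s after EC20 dopamine to detect augmented signalling.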
D1 agonist: Allosteric Agonists of the Human D1 Dopamine Receptor: qHTS; HEK293 T-REx D1 cells, calcium flux, agonist mode; activation, % at 2 µM; 1% of 360,000 active; in the data active = activation above about 30%; note: 0% is about no effect
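Inducible HEK293 T-REx D1 cells, force-coupled to calcium signalling, were plated at 4000 cells/well with tetracycline and held overnight at 30 C. After no-wash calcium dye loading, compound-evoked calcium rise over 180 s flagged agonists.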
Glioma ERSR ind: qHTS for Inducers of the Endoplasmic Reticulum Stress Response (ERSR) in Human Glioma: qHTS; U87-MG GRP78 promoter luciferase reporter, 16 h; 0.02% of 420,000 active; Potency, µM, for the others: at the top dose activation, usual class: activators; note: potency is the fitted concentration of half-maximal effect; series mostly up to about 76 µM; % of control where 0% means no effect; nearly all actives have a fitted effect of over 35% in size
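Stably transfected U87-MG glioma cells carrying a GRP78-based luciferase sensor; 16 h compound incubation. Luminescence end-point read 10 min after Bright-Glo addition at room temperature.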
Vif-A3G inh: qHTS for Inhibitors of Vif-A3G Interactions: qHTS | Potency, µM (titrated, usually from 46.1 µM), without a hit: at the top dose activity, negative = active, most hits filed as inhibitors | DNA dC->dU-editing enzyme APOBEC-3G (Homo sapiens), Q9HC16 | AID 602310, 2012 | 0.076% of 410,000 active | HeLa A3G-eYFP + Vif (tagged APOBEC3G with the HIV-1 protein that degrades it), YFP fluorescence, overnight;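 note: potency is the fitted concentration of half-maximal effect; % is set by controls: 0 for no effect and ±100 for the full control effect; nearly all actives have a fitted effect of over 60% in size; hits raise eYFP signal because A3G escapes Vif-driven loss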
Target sequence (Q9HC16 whole entry, looked up): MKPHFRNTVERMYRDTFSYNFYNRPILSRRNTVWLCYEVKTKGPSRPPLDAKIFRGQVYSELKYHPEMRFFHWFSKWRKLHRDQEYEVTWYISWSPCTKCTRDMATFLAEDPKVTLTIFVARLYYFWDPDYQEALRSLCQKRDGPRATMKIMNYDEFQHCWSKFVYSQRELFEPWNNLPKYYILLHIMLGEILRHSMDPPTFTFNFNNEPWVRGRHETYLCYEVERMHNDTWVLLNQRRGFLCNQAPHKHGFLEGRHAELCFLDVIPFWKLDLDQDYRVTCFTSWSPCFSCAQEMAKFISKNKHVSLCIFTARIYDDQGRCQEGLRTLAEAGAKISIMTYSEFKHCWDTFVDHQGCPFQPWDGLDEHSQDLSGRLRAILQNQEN
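Read-out is eYFP fluorescence (Ex 488/Em 500-530) from Vif-expressing HeLa A3G-eYFP cells; more signal means A3G escaped Vif-mediated degradation. Cells plated overnight, compound pinned in, incubated overnight at 37 deg C.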
Vif-A3F inh: qHTS for Inhibitors of Vif-A3F Interactions: qHTS; HeLa A3F-eYFP + Vif (tagged APOBEC3F with the HIV-1 protein that degrades it), YFP fluorescence increase; Potency, µM (series often up to 46.1 µM), for inactives: at the top dose activity, negative = active; 0.2% of 390,000 active; AID 602313, 2012; note: potency is the fitted concentration of half-maximal effect; % of control where 0% means no effect; nearly all actives have a fitted effect of over 65% in size
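HeLa cells stably expressing A3F-eYFP plus Vif, plated and incubated overnight at 37 deg C, then exposed to compounds overnight at 37 deg C. Blocked degradation read as raised yellow fluorescence (Ex 488/Em 500-530).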
RXFP1 antagonist: qHTS Assay for Antagonists of the Relaxin Receptor RXFP1; activity change, negative = inhibition, % at 57.5 µM; 0.59% of 350,000 active; Relaxin receptor 1 (Homo sapiens), Q9HBX9; HEK293-RXFP1, relaxin-stimulated cAMP HTRF, 30 min; hits give low values;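 active = activity change of -60% or lower, but not beyond a set lower limit; inconclusive = change between -60% and -40%, or beyond the set limit; inactive = change above -40%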; note: % is set by controls: 0 for no effect and ±100 for the full control effect
Numbers without * were called inactive; ? = inconclusive; · = not tested or not shown. Unless noted, calls come from the whole dose curve; as a rule, active = well fitted curve in the direction sought with a large enough effect; inconclusive = small, poorly fitted or top-dose-only effect, or another doubt; inactive = no such curve, though single readings can be large; an effect the other way counts as inactive or inconclusive. Only part of the results is shown (hit frequency here may not be typical).

mol | RXFP1 ag | D1 antagonist | D1 PAM | D2 potentiator | D1 agonist | Glioma ERSR ind | Vif-A3G inh | Vif-A3F inh | RXFP1 antagonist
COc1cccc(NC(=O)Nc2c(C)n(C)n(-c3ccccc3)c2=O)c1 | -0.3% | 7 | -4 | 7 | 0 | -4% | 4% | -7% | 7
CCOC(=O)C1CCCN(S(=O)(=O)c2cc3c(cc2C)NC(=O)CO3)C1 (stereo not drawn) | 1.2% | -22 | 1 | 1 | 3 | -1% | 2% | 7% | 1
COc1ccc(-c2nnc3ccc(SCC(=O)N4CCCCCC4)nn23)cc1OC | ? | -1 | -6 | -2 | 1 | -2% | 2% | 5% | ·
Cc1cc(C)cc(OCC(=O)Nc2cccc3cccnc23)c1 | 9.0% | 9 | 2 | -9 | 9 | -2% | -3% | 3% | ·
COc1cccc2cc(C(=O)OCC(=O)N3CC(C)OC(C)C3)c(=O)oc12 (stereo not drawn) | · | · | · | · | · | 3% | 0% | ? | -3
S=c1[nH]nc(COc2ccc(Cl)cc2)n1-c1ccccc1 | -0.6% | 4 | -15 | -9 | 5 | -3% | 1% | 10% | -8
O=C(NCC1CCCO1)C(c1ccc(F)cc1)N(CCCN1CCOCC1)C(=O)c1ccc(-c2ccccc2)[nH]1 (stereo not drawn) | 0.3% | -15 | -4 | -24 | 1 | -5% | -4% | -5% | -7
COc1ccc(C(=O)Cn2c(NCCCO)nc3ccccc32)cc1OC | 0.7% | 7 | -4 | -6 | 4 | -3% | 0% | -1% | ·
COc1ccc(NC(=O)C2CCCNC2)cc1OCC(C)C (stereo not drawn) | -1.8% | -3 | 1 | 5 | 1 | -14% | 4% | -1% | 3
CCOC(=O)c1ccc(NC(=O)CCCc2nc(-c3ccccc3Cl)no2)cc1 | 0.4% | -6 | -3 | -3 | 6 | -4% | -2% | 5% | -22
CCOC(=O)N1CCN(CC(=O)Nc2ccc(F)c(F)c2)CC1 | 0.3% | -10 | -4 | 28 | 3 | 2% | 0% | -2% | -13
COc1ccc(Cl)cc1NC(=O)CSc1nc2[nH]ncc2c(=O)[nH]1 | · | · | · | · | · | -6% | 1% | -1% | -7
c1ccc(COc2ccc(CNCc3cccnc3)cc2)cc1 | -1.7% | -5 | -9 | -8 | 18 | 8% | -2% | -14% | 0
c1cncc(-c2ccnc3ncnn23)c1 | 5.1% | -3 | 0 | 18 | 4 | 0% | 2% | 27% | 8
Cc1cc(C)c(Nc2ncccc2C(=O)O)c(C)c1 | 1.0% | 2 | 0 | -3 | 3 | 1% | -2% | -2% | -10
CC(C)CC(COCc1cccc(Cl)c1)N1CCN(C(=O)c2cccc(C(F)(F)F)c2)CCC1=O (stereo not drawn) | 0.1% | 24 | -7 | 6 | 16 | -4% | 6% | 3% | ·
NS(=O)(=O)c1ccc(CCNC(=O)Cn2c(=O)c3cccn3c3ccc(F)cc32)cc1 | 24% | -13 | -2 | -6 | 11 | -5% | 3% | -1% | -19
O=C(NCc1nnnn1-c1ccc(Cl)cc1)c1ccc2c(c1)OCO2 | · | · | · | · | · | -3% | 2% | -5% | 3
Cn1c2ccsc2c2cnn(Cc3ccc(F)cc3)c(=O)c21 | 2.0% | -7 | 2 | · | 0 | · | · | · | ·
CNC(=O)C1CC(=O)N(c2ccc(OCC(=O)Nc3ccccc3C)cc2)C1 (stereo not drawn) | -0.1% | -7 | -4 | -2 | 1 | 3% | 2% | -1% | 9
CCCCNC(=O)CSc1nc(CCC)nc2ccccc12 | -0.3% | 5 | 5 | 1 | 4 | -4% | -2% | -5% | 10
COc1ccc(C(=O)Nn2c(C)nnc2-n2nc(C)cc2C)cc1OC | 0.5% | -31* | 3 | 1 | -2 | -2% | 0% | 3% | 13
COc1ccc(N2CCN(C(=O)C(=O)c3c(C)[nH]c4ccccc34)CC2)cc1 | 3.9% | 15 | 15 | 6 | 5 | -6% | 2% | 17% | 5
Cc1cccc(-n2c(SCC(=O)N3CCCC3)nnc2-c2ccccn2)c1C | 1.6% | -4 | 2 | 6 | 5 | -4% | 0% | 9% | -1
COc1ccccc1N1CCN(C(=O)CCc2ccc(S(=O)(=O)NC(C)C)cc2)CC1 | 0.5% | 0 | -4 | 6 | 2 | -5% | 0% | · | -4
Cc1ccc(NC(=O)c2cccs2)cc1 | 0.4% | 1 | -2 | -4 | 3 | 6% | 0% | -6% | 27
O=S(=O)(c1ccc(-c2ccon2)s1)N1CCOCC1 | 0.0% | 2 | -2 | -10 | 0 | -3% | -8% | 2% | -6
Cc1ccc(-c2cc(C(=O)NC3CCCCC3)no2)cc1 | 1.2% | -1 | 3 | -7 | 5 | 8% | 0% | 4% | -15
COCCCNC(=O)CCCOc1ccccc1 | 2.7% | 2 | -9 | 3 | 3 | -3% | -3% | -1% | -4
Cc1ccc(C)c(S(=O)(=O)N/N=C2/CCCc3ccccc32)c1 | -0.5% | 9 | 3 | 8 | 2 | -1% | -6% | -11% | 2
CC(=O)c1c(C)[nH]c(C(=O)COC(=O)c2cccs2)c1C | · | · | · | · | · | 0% | 2% | 0% | 6
O=c1[nH]c(=O)n(Cc2ccco2)c2c1C(C(F)(F)F)(C(F)(F)F)N=C(CCC1CCCCC1)N2 | 0.3% | 23 | -5 | 15 | 26 | -6% | -4% | -12% | -14
CCCCn1c(=O)c(CCC(=O)OCC(=O)NC(=O)NCCOC)nc2ccccc21 | 2.7% | 12 | -1 | 11 | 4 | -2% | 0% | 9% | -9
Cc1cc(OCC(=O)NNC(=S)NCC2CCCO2)cc(C)c1Cl (stereo not drawn) | 0.2% | 4 | -1 | 9 | 3 | -1% | -1% | 1% | -32
CCSc1nc2c([nH]c3ccccc32)c(=O)n1CC | 11% | 8 | 1 | 4 | 3 | -1% | 1% | 0% | -15
CCC1CCCCN1C(=S)NC(=O)c1cccc([N+](=O)[O-])c1 (stereo not drawn) | 0.9% | 28 | 3 | -3 | 2 | 7% | 11% | ? | 7
CC1CCN(c2nc3ccccc3nc2C(C#N)C(=O)OC2CCCCC2)CC1 (stereo not drawn) | ? | -13 | -9 | 15 | 0 | -3% | 0% | 0% | 8
CCOc1nc(NCCN2CCOCC2)nc(Nc2ccc([N+](=O)[O-])cc2)n1 | 2.7% | 15 | -8 | 13 | 1 | -4% | -6% | 5% | -2
COc1cccc(N/C=C/C(=O)c2ccc(OC)c(OC)c2)c1 | 0.0% | -9 | -3 | 2 | 2 | 1% | 0% | 0% | -13
C=CCn1c(SCC(=O)c2ccc(OC)cc2)nnc1-c1cc2cccc(OC)c2o1 | 15% | -19 | -1 | -3 | 8 | -3% | -10% | 0% | -1
O=S(=O)(c1cccnc1)N1CCn2cccc2C1c1ccccc1F (stereo not drawn) | -0.6% | 16 | -3 | -13 | 0 | -2% | 0% | -7% | 3
CCc1nnc(NC(=O)CCC(=O)NC2CCCCC2)s1 | 0.2% | 15 | -2 | 13 | 6 | -2% | 0% | 0% | 0
CN(CC(=O)Nc1cccc(F)c1)CC(=O)Nc1cccc([N+](=O)[O-])c1 | 1.9% | -20 | -6 | -8 | 11 | -4% | 0% | -5% | -20
COc1cc2cnc(-c3ccccc3)c(-c3ccc(C(F)(F)F)cc3)c2cc1OC | 2.4% | · | -4 | -7 | 2 | 0% | 0% | -1% | ·
O=C(Nc1ccccc1N1CCN(C(=O)c2ccccc2)CC1)c1ccco1 | 4.5% | 0 | -4 | -4 | 4 | -1% | -1% | 10% | -1
c1coc(CNCC2OCCc3ccccc32)c1 (stereo not drawn) | -0.6% | 1 | -4 | 8 | 5 | -1% | 1% | -1% | -6
Cc1ccc(CSc2nc3[nH]ncc3c(=O)[nH]2)cc1 | 0.6% | -8 | -3 | -3 | -2 | -1% | -19% | 0% | 1
C[N+](C)(CC#Cc1ccccc1)CC(=O)c1ccc(Cl)cc1 | 3.8% | 1 | -6 | 4 | 0 | -3% | 1% | 4% | 0
Cc1ccc2cc(CN(C)C(=O)c3cccc(Cl)c3)c(=O)[nH]c2c1 | -0.8% | 1 | -1 | -23 | 1 | -1% | -3% | -1% | -14
O=S(=O)(NCCc1nnc2ccc(SCc3cccc(Cl)c3)nn12)c1ccccc1 | 2.7% | -15 | -2 | 1 | 2 | -4% | 0% | 2% | -20

(list continues)
mol | RXFP1 ag | D1 antagonist | D1 PAM | D2 potentiator | D1 agonist | Glioma ERSR ind | Vif-A3G inh | Vif-A3F inh | RXFP1 antagonist
CCOC(=O)CSC1=NC(=O)/C(=C\c2ccc(Cl)cc2)S1 | -1.1% | 0 | -3 | 13 | 100* | -6% | -16% | · | -16
COc1ccc(C)cc1Nc1nc(-c2c(C)[nH]c3ccccc23)cs1 | 0.8% | -11 | -3 | -4 | 2 | -2% | 0% | 2% | -2
Cc1ccc(-c2csc(N(CCO)CCCn3c(C(F)(F)F)nc4cc(C(F)(F)F)ccc43)n2)cc1 | -1.9% | -1 | 4 | -2 | 3 | 1% | 1% | -2% | ·
O=C(O)CC(NC(=O)C12CC3CC(CC(C3)C1)C2)c1cc([N+](=O)[O-])ccc1Cl (stereo not drawn) | 0.6% | 5 | -3 | 10 | 5 | -4% | -2% | 1% | 2

Single records (already shown). Order of values: RXFP1 ag | D1 antagonist | D1 PAM | D2 potentiator | D1 agonist | Glioma ERSR ind | Vif-A3G inh | Vif-A3F inh | RXFP1 antagonist
Profile of O=C(O)CC(NC(=O)C12CC3CC(CC(C3)C1)C2)c1cc([N+](=O)[O-])ccc1Cl (stereo not drawn) → 0.6% | 5 | -3 | 10 | 5 | -4% | -2% | 1% | 2
Profile of S=c1[nH]nc(COc2ccc(Cl)cc2)n1-c1ccccc1 → -0.6% | 4 | -15 | -9 | 5 | -3% | 1% | 10% | -8
